C2C12 statin = suppression of simvastatin myotoxicity. C2C12 myotubes + simvastatin, ATP luminescence, 48 h; scaled: DMSO 0, geranylgeraniol control 100. rescue of ATP level, % at 7.49 µM. 0.78% of 330,000 active;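 active means mean ATP rescue above about 67%, or every replicate alone reaching that limit, limit read from the data, passing the limit was not always enough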;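 further: myotubes were challenged with 10 µM simvastatin during compound exposure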
miR-122 sensor = inhibitors of miR-122 in Huh7 cells. Huh7 miR-122 Renilla luciferase sensor, 48 h; neutral wells = 0, positive control = 100. activation (reporter increase), % at 12.5 µM. 0.3% of 340,000 active. AID 602342;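 active means mean replicate activation score at least 90 and every replicate individually at or above 90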;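 further: higher luciferase means less miR-122 activity so hits act as miR-122 inhibitors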
CFTR F508del cor = correctors of CFTR F508del function in bronchial epithelial cells. 0.36% of 350,000 active. CFBE cells, YFP halide quenching; stimulated with forskolin plus potentiator P3; % fluorescence drop versus neutral controls. activity (quench increase), % at 7.58 µM;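 active means mean added fluorescence quench of at least 8% versus neutral control, with both replicates also reaching 8%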;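 further: cells transiently co-express mutant CFTR-F508del with the halide-sensitive YFP; corrector assay measuring rescue of mutant channel to the surface after 24 h compound exposure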
PglD inh = blocks C. jejuni PglD acetyltransferase activity | inhibition, % at 12.5 µM | 0.098% of 360,000 active | purified PglD enzyme, DTNB colorimetric CoA detection; in the data active means inhibition above about 16%, passing the limit was not always enough; further: strong numbers were not always called active
FN deposition inh = fibronectin deposition inhibition | AH1F fibroblasts, Alexa488-fibronectin deposition fluorescence, overnight | inhibition, % at 12.6 µM | 0.086% of 350,000 active | AID 743247;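 active means mean inhibition across replicates of 30% or more, regardless of how many single replicates reach that level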;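 further: positive control wells lacked labelled fibronectin entirely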
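Material – AH1F fibroblast monolayer, labelled fibronectin deposition · Reagent – labelled fibronectin 24 nM · Timing – 1 h adhesion, overnight exposure · Measured by – fluorescence at 485 nm excitation, 525 nm emission · Read-out – inhibition of fibronectin deposition signal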
PGC1a acetyl inh = lowers PGC1a acetylation signal in U2OS cells; AlphaScreen anti-acetyl-lysine; with virally co-expressed GCN5 acetyltransferase; inhibition, % at 15.6 µM; 0.17% of 350,000 active; AID 651687;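 active means every replicate shows inhibition of at least 40%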;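 further: 0% = neutral control wells and 100% = positive control wells; some results beyond the cut were filed as inactive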
Cneo AK release = causes C. neoformans cell lysis. adenylate kinase release luminescence, 4 h; normalised: neutral wells 0, clomiphene wells 100. 0.2% of 360,000 active. lysis activity, % at 15 µM. AID 651654;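 active means mean lysis activity across replicates of at least 80%, whatever share of replicates individually reach that level; inactive means mean lysis activity below 80%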
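Material: C. neoformans cells | Amount: Yeast cell density of 5 × 10^6 cells/mL | Medium: Fresh YPD growth medium | Dosing: Single dose | Times: Static 4 h at 37 °C with compound, 1 h detection | Detection: AK luminescence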
GSIS activator = primary screen for activators of insulin secretion dependent on glucose, INS-1E cells, GLuc reporter luminescence; INS-1E GLuc reporter insulin secretion, 2-3 h; activation, % at 16.6 µM; 0.61% of 370,000 active; AID 743287;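 active means lowest replicate activation of at least 40%, so every replicate reaches that level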;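 further: 0% = median of neutral control wells and 100% = median of IBMX positive control wells; some compounds called inactive have numbers as strong as hits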
* hit, by the source's call; · = not tested or not shown; [ ] = dose if it differs, or a comment.

cpd	SMILES	C2C12 statin	miR-122 sensor	CFTR F508del cor	PglD inh
1	CN1CCN(c2ccc([N+](=O)[O-])cc2NC(=O)c2ccco2)CC1	-4	·	1.7	-4
2	N#CC[C@H](c1ccccc1)N1CCN(Cc2ccccc2)CCC1=O	1	-2	1.6	-5
3	Cn1cccc1/C=N/n1c(-c2ccc(C(C)(C)C)cc2)n[nH]c1=S	-31	8	·	3
4	CCC(=O)NC(=S)Nc1ccc2oc(-c3ccc(OC)cc3)nc2c1	·	0	-0.3	·
5	CO[C@@H]1CN(C)C(=O)c2cc(NC(=O)c3cccc(F)c3)ccc2OC[C@H](C)N(C(C)=O)C[C@@H]1C	0	-9[16.7 µM]	-1.9	·
6	CCCN1[C@H](C(=O)N2CCOCC2)[C@@H](CO)[C@@H]2Cn3c(ccc(-c4ccccc4F)c3=O)[C@@H]21	13	-1[16.7 µM]	-0.9	3
7	COc1ccc(Cc2noc(CN(C)C3CC(C)(C)NC(C)(C)C3)n2)cc1OC	1	1	-3.1	·
8	CCCCn1c(N)c(N(CC(C)C)C(=O)CCN2C(=O)C3CC=CCC3C2=O)c(=O)[nH]c1=O (stereo unspecified)	6	-3	1.9	2
9	Cc1cc(C)nc(N(C#N)CC(=O)N2CCC(C(N)=O)CC2)n1	0	-16	·	2
10	CCC(=O)Nc1cccc(C2=NOC3(C2)C[C@@H](C(N)=O)N(C(=O)c2cc([N+](=O)[O-])cc([N+](=O)[O-])c2)C3)c1 (stereo partly specified)	-1	1	1.8	5
11	CNC[C@@H]1Oc2ccc(NC(=O)C3CC3)cc2CC(=O)N([C@H](C)CO)C[C@H]1C	-5	4[16.7 µM]	-1.0	0
12	N#Cc1ccc(CNc2cnccn2)cc1	7	-7	-1.8	0

cpd	FN deposition inh	PGC1a acetyl inh	Cneo AK release	GSIS activator
1	·	0	0	15
2	0	3	9	5
3	·	-4	38	·
4	-7	-3	·	4
5	5	0	·	18
6	3	·	4	15
7	8	2	·	4
8	10	3	0	·
9	-15	-7	-2	·
10	-12	-6	2	-4
11	·	4	-1	2
12	·	4	2	20

(cont.)
cpd	SMILES	C2C12 statin	miR-122 sensor	CFTR F508del cor	PglD inh
13	COC(=O)c1c(NC(=O)C2c3ccccc3Oc3ccccc32)sc(C)c1C	·	5	·	4
14	CCOC(=O)c1cnc2nc(C)[nH]n2c1=O	0	0	·	-1
15	COCCn1c(C)cc(C(=O)COC(=O)/C=C/c2cccc(OC)c2)c1C	·	·	1.1	·
16	COC(=O)C[C@H]1CC[C@H]2[C@H](COc3ccc(NS(C)(=O)=O)cc3C(=O)N2C)O1	13	33[16.7 µM]	-0.5	3
17	COc1ccc(OC)c(/C=C2\SC(N3CCCC(C)C3)=NC2=O)c1 (stereo unspecified)	-16	·	-2.0	·
18	COc1ccccc1NC(=O)CSc1nc(N)c(C#N)cc1C#N	·	6	0.8	2
19	COc1ccc(C)cc1S(=O)(=O)N(C)CC(N)=O	·	-2	·	-2
20	C[C@H](NC(=O)N(C)C[C@H]1OCc2ccccc2-c2c(n(C)c3ccccc23)C(=O)N([C@H](C)CO)C[C@@H]1C)c1ccccc1	·	·	2.7	-1
21	CCOc1ccc(CCNC(=O)C2CCN(S(=O)(=O)c3ccc(C)cc3)CC2)cc1OCC	6	-8	1.1	-2
22	Cc1ccccc1SCC(=O)Nc1cccc(C#N)c1	·	-7	·	0
23	CCc1nc(N2[C@H](CO)[C@H](c3ccccc3-c3ccccc3F)[C@@H]2C#N)sc1C	·	·	-2.4	·
24	CC(=O)Nc1ccc(OCC(=O)c2ccc(C)cc2C)cc1	10	3	·	0

cpd	FN deposition inh	PGC1a acetyl inh	Cneo AK release	GSIS activator
13	·	1	-3	·
14	·	2	3	·
15	-2	7	·	3
16	-15	-1	0	16
17	10	·	·	-12
18	-8	15	-7	8
19	·	12	4	·
20	2	-3	-3	0
21	8	-6	-3	-5
22	14	-16	-1	·
23	2	-4	·	6
24	·	-6	0	-11

Remaining list, next part
cpd	SMILES	C2C12 statin	miR-122 sensor	CFTR F508del cor	PglD inh
25	CCSc1nnc([C@H](Cc2c[nH]c3ccccc23)NC(=O)OC(C)(C)C)o1	·	-8	·	0
26	Cc1cc(C)n(CC(=O)Nc2ccccc2)n1	·	·	·	-1
27	CCC(CO)N=CC1=C(O)CC(c2ccccc2)CC1=O (stereo unspecified)	4	-4	2.7	3
28	O=C(CC(c1ccccc1)c1ccco1)N1CCOCC1 (stereo unspecified)	128*	7	·	-2
29	O=C(N/N=C/C1CC=CCC1)c1cc2ccccc2cc1O (stereo unspecified)	-5	-2	·	-6
30	COc1ccc(C(=O)COC(=O)Cn2cnc3c2c(=O)n(C)c(=O)n3C)c(OC)c1	·	·	-4.5	0
31	Cc1c(O)c(CN(C)C)cc2c1oc(=O)c1ccccc12	-18	-4	-1.4	5
32	CCCn1nnc(NC(=S)NC(=O)Cc2ccccc2)n1	-5	0	-1.7	-8
33	O=C(NCc1ccc(F)cc1)C1CCCN(S(=O)(=O)c2cccc3nsnc23)C1 (stereo unspecified)	-7	1	·	2
34	CCc1cccc(CC)c1NC(=O)CN1C2CCCC1CC(NC(=O)Nc1cccc(OC)c1)C2 (stereo unspecified)	·	·	-0.7	·
35	COc1ccc(-c2noc(C3CCCN(S(=O)(=O)c4cccc(Cl)c4C)C3)n2)cc1OC (stereo unspecified)	7	-7	·	11
36	O=C(Nc1ccc(Nc2ccccc2)cc1)c1ccccc1F	-17	-5	-16	-2

cpd	FN deposition inh	PGC1a acetyl inh	Cneo AK release	GSIS activator
25	4	-8	-2	·
26	3	-7	0	·
27	1	·	0	17
28	·	4	1	49*
29	2	-7	-1	-3
30	·	·	26	-2
31	1	-3	4	32
32	·	-10	4	4
33	·	-5	1	·
34	6	1	·	-20
35	0	1	0	-43
36	-4	3	-1	-6

Shown with one line to a screen: 2 of the compounds above.
26. Cc1cc(C)n(CC(=O)Nc2ccccc2)n1
27. CCC(CO)N=CC1=C(O)CC(c2ccccc2)CC1=O (stereo unspecified)

| entry no. | 26 | 27 |
| --- | --- | --- |
| C2C12 statin | · | 4 |
| miR-122 sensor | · | -4 |
| CFTR F508del cor | · | 2.7 |
| PglD inh | -1 | 3 |
| FN deposition inh | 3 | 1 |
| PGC1a acetyl inh | -7 | · |
| Cneo AK release | 0 | 0 |
| GSIS activator | · | 17 |

Next part.
cpd	SMILES	C2C12 statin	miR-122 sensor	CFTR F508del cor	PglD inh
37	CS(=O)(=O)N1[C@H](C(=O)NC2CCC2)[C@@H](CO)[C@@H]2Cn3c(ccc(-c4ccccc4)c3=O)[C@@H]21	8	7[16.7 µM]	0.8	-1
38	O=C(COC(=O)C1COc2ccccc2O1)NC(=O)NC1CCCCC1 (stereo unspecified)	-1	3	·	6
39	CC(C)(C)S(=O)(=O)c1ccccc1C(=O)O	3	-2	·	-4
40	O=C(C1CCOCC1)N1C[C@@H]2[C@H](c3ccccc31)[C@H](CO)N2Cc1ccccc1Cl	-6	-10[16.7 µM]	0.2	-4
41	O=C(Nc1ccccc1)c1nc[nH]c1C(=O)NCCNC(=O)c1[nH]cnc1C(=O)Nc1ccccc1	-32	2	-1.9	0
42	O=C(c1ccc(Cl)cc1)c1cnc(Nc2ccccc2)s1	-11	-1	·	0
43	CC(=O)O/N=C(/c1nonc1N)N(C)C	·	·	-2.0	·
44	CCOC(=O)C1=C(C)NC(=O)C(C(N)=O)C12CCCCC2 (stereo unspecified)	-8	-7	·	-3
45	CC(=O)Nc1ccc(NC(=O)C(C)Sc2n[nH]c(=O)n2Cc2ccccc2)cc1 (stereo unspecified)	4	-2	-1.0	2
46	C=CCCN(C(CC(C)C)C(=O)OC)S(=O)(=O)c1cc(Br)ccc1Br (stereo unspecified)	0	0	-2.4	-1
47	CC1CCCCC12NC(=O)N(CC(=O)N1CCc3ccccc3C1)C2=O (stereo unspecified)	-2	-7	-1.2	-4
48	O=C(Nc1cccc2ccccc12)N1N=CCC1c1ccccc1 (stereo unspecified)	·	1	3.0	-1
49	Clc1ccc(OCc2nc3ccccc3[nH]2)cc1	-5	-1	1.0	-2
50	COc1ccc(C(=S)N2CCN(C)CC2)cc1	2	-11	·	4

cpd	FN deposition inh	PGC1a acetyl inh	Cneo AK release	GSIS activator
37	·	·	-1	5
38	8	1	-5	·
39	·	12	0	5
40	·	-5	1	-7
41	1	·	-5	·
42	-2	-2	1	·
43	-4	2	·	-4
44	6	2	0	·
45	1	1	-2	-1
46	1	·	3	-25
47	-6	6	0	7
48	4	3	0	1
49	4	5	-3	9
50	-1	-5	-1	·

Marked active in GSIS activator, of those listed so far:
| item | SMILES | miR-122 sensor | CFTR F508del cor | PglD inh | PGC1a acetyl inh | GSIS activator |
| --- | --- | --- | --- | --- | --- | --- |
| 28 | O=C(CC(c1ccccc1)c1ccco1)N1CCOCC1 (stereo unspecified) | 7 | · | -2 | 4 | 49* |

Some of the entries so far, field by field:
38. O=C(COC(=O)C1COc2ccccc2O1)NC(=O)NC1CCCCC1 (stereo unspecified)
  C2C12 statin = -1
  miR-122 sensor = 3
  CFTR F508del cor = ·
  PglD inh = 6
  FN deposition inh = 8
  PGC1a acetyl inh = 1
  Cneo AK release = -5
  GSIS activator = ·

39. CC(C)(C)S(=O)(=O)c1ccccc1C(=O)O
  C2C12 statin = 3
  miR-122 sensor = -2
  CFTR F508del cor = ·
  PglD inh = -4
  FN deposition inh = ·
  PGC1a acetyl inh = 12
  Cneo AK release = 0
  GSIS activator = 5

40. O=C(C1CCOCC1)N1C[C@@H]2[C@H](c3ccccc31)[C@H](CO)N2Cc1ccccc1Cl
  C2C12 statin = -6
  miR-122 sensor = -10[16.7 µM]
  CFTR F508del cor = 0.2
  PglD inh = -4
  FN deposition inh = ·
  PGC1a acetyl inh = -5
  Cneo AK release = 1
  GSIS activator = -7

41. O=C(Nc1ccccc1)c1nc[nH]c1C(=O)NCCNC(=O)c1[nH]cnc1C(=O)Nc1ccccc1
  C2C12 statin = -32
  miR-122 sensor = 2
  CFTR F508del cor = -1.9
  PglD inh = 0
  FN deposition inh = 1
  PGC1a acetyl inh = ·
  Cneo AK release = -5
  GSIS activator = ·
